Assay outcomes (PubChem BioAssay)
PV pol inh = poliovirus RNA polymerase inhibition; P03300; poliovirus polymerase elongation, fluorescence polarization; stronger effect = lower value; % elongation, % (compound at 16.7 µg/mL); actives 0.66% (n = 150,000); AID 588519; in the data active means % elongation below about 90%; further: some results filed as inactive read as strong as hits
Target sequence (P03300 1749-2209 limits assumed): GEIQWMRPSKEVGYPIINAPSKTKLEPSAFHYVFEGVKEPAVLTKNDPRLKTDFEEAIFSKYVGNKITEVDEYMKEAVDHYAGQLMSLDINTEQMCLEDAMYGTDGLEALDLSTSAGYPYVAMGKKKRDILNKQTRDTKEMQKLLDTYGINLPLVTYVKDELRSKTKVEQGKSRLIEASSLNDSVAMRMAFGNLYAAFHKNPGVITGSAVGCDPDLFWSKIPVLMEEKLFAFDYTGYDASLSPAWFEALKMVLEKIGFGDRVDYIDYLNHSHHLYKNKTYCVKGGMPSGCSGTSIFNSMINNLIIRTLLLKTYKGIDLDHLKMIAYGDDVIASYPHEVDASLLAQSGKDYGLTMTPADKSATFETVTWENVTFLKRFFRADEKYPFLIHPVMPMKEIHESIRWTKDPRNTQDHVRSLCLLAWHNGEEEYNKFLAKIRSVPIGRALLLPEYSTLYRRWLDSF
PV pol inh FP z-score = recorded beside PV pol inh, whose call it bears; z-score; measured here: FP z-score; hits read low
* hit, by the source's call. The list is partial; count on the stated rates, not on these rows.

Start of the listing, in advance (four entries):
SMILES	PV pol inh	PV pol inh FP z-score
Ic1c(-c2ccccc2)noc1-c1ccccc1	101	0.3
CCOC(=O)c1c(C)c(C(=O)NCc2ccco2)c(C)n1C	100	0
CCC(=O)Nc1cc(C(=O)O)ccc1C	102	0.4
CCc1ccc(NC(=O)Cn2nc(C(F)(F)F)c3c2CCC3)cc1	103	0.8

The listing, from the start:
SMILES	PV pol inh	PV pol inh FP z-score
Ic1c(-c2ccccc2)noc1-c1ccccc1	101	0.3
CCOC(=O)c1c(C)c(C(=O)NCc2ccco2)c(C)n1C	100	0
CCC(=O)Nc1cc(C(=O)O)ccc1C	102	0.4
CCc1ccc(NC(=O)Cn2nc(C(F)(F)F)c3c2CCC3)cc1	103	0.8
O=C(c1nc(-c2ccc(Cl)cc2)n2c1CCCCC2)N1CCCC1	100	-1
COc1ccccc1CNC(=O)C1CCN(S(=O)(=O)Cc2ccccc2)CC1	111	0.7
CC1CN(C(=O)Cn2cc(SCC(N)=O)c3ccccc32)CC(C)O1 (centres undefined)	106	1.8
O=C(COc1ccccc1F)OCCN1CCCC1	101	-0.5
CCOC(=O)C1=C(C)NC(C)=C(C(=O)OCC)C1C(=O)OCC(=O)c1cc(C)n(Cc2cccs2)c1C	94	-0.7
CCOc1ccc(NC(=O)C2CCN(S(=O)(=O)c3c(C)noc3/C=C/c3ccco3)CC2)cc1	107	0.5
C=CCn1c(=S)n(CC=C)c2ccccc21	102	0.1
O=C(Nc1cccc(C(F)(F)F)c1)c1cccc(C(=O)Nc2cccc(C(F)(F)F)c2)c1	105	0.3
O=S(=O)(Nc1cc(C(F)(F)F)ccc1N1CCCC1)c1ccc2c(c1)OCCCO2	102	-0.1
CCCNC(=O)C1CCN(S(=O)(=O)c2ccc3c(c2)CCCN3C(C)=O)CC1	111	0.9
O=C(CS(=O)(=O)c1ccccc1)Nc1cccc(C(F)(F)F)c1	100	0
O=C(/C=C/c1cccs1)Oc1ccc2c(c1)OCO2	109	1
COc1ccc(-n2nnnc2SCCCC(=O)c2ccccc2)cc1	103	0.2
Cc1cc(CNCC(c2ccco2)N2CCCCC2)c(C)n1-c1ccnn1C(C)C (centres undefined)	98	-0.7
O=C(NCc1ccccc1)c1nc(S(=O)(=O)Cc2ccccc2)ncc1Cl	101	-1
O=C(Cn1cnc2c(nnn2Cc2ccccc2F)c1=O)Nc1ccc2c(c1)OCCO2	101	0.3
Cn1c(=O)oc2cc(S(=O)(=O)N3CCC(C(=O)Nc4ccc(F)c(Cl)c4)CC3)ccc21	108	0.1
O=C(Nc1cccc(C(F)(F)F)c1)N1CCOC12CCCCC2	107	0.8
CC(C)CN(CCNC(=O)CN1C(=O)CSc2ccc(S(=O)(=O)N3CCOCC3)cc21)CC(C)C	111	0
CC1(C)N=C(SCc2ccccc2Cl)c2ccccc2N1	111	0.6
Cn1cc(C=C2C(=O)CC(C)(C)CC2=O)c2ccccc21	102	-0.1
O=c1[nH]cnc2c1nnn2Cc1ccc(F)cc1	102	-0.1
CCN(C(=O)Cn1c(=O)oc2cc(S(=O)(=O)N3CCCCC3)ccc21)c1ccccc1	105	0.3
COc1ccc(OC)c(NC(=O)CCN2CCN(c3ccccc3F)CC2)c1	100	-0.1
O=C(CCc1nc2cccnc2n1-c1ccccc1)NCc1ccccc1	100	-0.3
Cc1ccc(-n2c(/C=C\c3ccc(F)cc3)nc3ccccc3c2=O)cc1Cl	108	0.1
CCN(c1ccc(Cl)cc1)S(=O)(=O)c1nnc(NC(=O)c2ccccc2C)s1	104	-1.1
COc1ccccc1CNC(=O)CSc1nnc(C)c2c(C)n(-c3ccccc3)nc12	104	-0.3
NCC1CC2C=CC1C2 (centres undefined)	101	-0.2
COc1ccc(OC)c(CCNC(=O)C(C)n2c(C)c3cnn(-c4ccccc4)c(=O)c3c2C)c1 (centres undefined)	107	0.1
C/C(=N\OCC(=O)Nc1ccc2c(c1)OCO2)c1cc2ccccc2o1	103	0.1
Nc1ncc2c(n1)CC(c1ccco1)CC2=O (centres undefined)	101	-0.3
CCOC(=O)c1cc(C)n(CC2CCC(C(=O)Nc3ccc(C)cc3)CC2)c1C (centres undefined)	106	-0.2
O=C1Nc2ccccc2/C1=C\c1cn(CC(=O)N2CCCC2)c2ccccc12	100	-0.3
Cc1cc(C)nc(-n2ncc3c2CCCC3=O)n1	103	0.9
N=c1nc(-c2ccccc2)ccn1O	102	0.2
O=C(NCCCN1CCN(c2ccccc2F)CC1)c1nnc(Cc2ccc(Cl)cc2Cl)o1	107	0.5
O=C(CN1C(=O)C2CC=CCC2C1=O)Nc1ccccc1C(=O)Nc1ccccc1 (centres undefined)	108	0.9
Cc1cc(/C=C2\CCC(C3CCCC3)C2=O)c(C)n1-c1ccccc1 (centres undefined)	103	0.4
NC(Cc1ccccc1F)C(=O)O (centres undefined)	101	-0.2
CC(C)(C)NC(=O)C1=CC=CN2CCS(=O)(=O)N=C12	104	0.2
O=C(Nc1ccc(-c2cn3ccsc3n2)cc1)C1CCCC1	99	-1.1
COc1ccc(OC)c(C2C(C(=O)Nc3ccccn3)=C(C)NC3=C2C(=O)CCC3)c1 (centres undefined)	105	1.1
CN(Cc1cn(-c2ccccc2)nc1-c1ccc(F)cc1)C(=O)CCC(=O)O	96	-0.8
CCCCn1c(-c2ccc(N)cc2)nc2ccccc21	102	-0.1
Cc1nn(-c2cccc(Cl)c2)nc1C(=O)N1CCN(C(=O)C2CC2)CC1	107	0.3
O=C(CSc1nnc(Cc2ccccc2)o1)NCc1ccco1	103	0
NC(=O)CN1CCCCCC1=O	104	0.5
COc1ccccc1OCC(=O)NCCO	99	-0.5
COC(=O)c1ccc2occ(C(=O)c3ccc(F)cc3)c2c1	100	0.1
Nc1nnc(SCC(O)CO)s1 (centres undefined)	97	-2.3
COc1ccc(-c2nsc(NC(=O)c3oc4ccc(Cl)cc4c3C)n2)cc1	103	-0.6
CNC(=O)NC(=O)CSc1ncc(C(F)(F)F)cc1Cl	106	0.4
CCN(CC)S(=O)(=O)c1ccc(/C=C/C(=O)OCC(=O)Nc2cccnc2Cl)cc1	101	-0.2
Cc1cc(C(=O)CN(C)C2CCN(C)CC2)c(C)n1-c1c(C)n(C)n(-c2ccccc2)c1=O	97	-0.6
Cc1cc(C)cc(NC(=O)Nc2ccc3nc(N4CCN(C)CC4)cc(C)c3c2)c1	98	-0.5

Given as labelled records: 2 of the compounds above
COc1ccccc1OCC(=O)NCCO
  PV pol inh: 99
  PV pol inh FP z-score: -0.5

O=C(CSc1nnc(Cc2ccccc2)o1)NCc1ccco1
  PV pol inh: 103
  PV pol inh FP z-score: 0

Later entries.
SMILES	PV pol inh	PV pol inh FP z-score
CCC(C)NC(=O)Cn1c(=O)/c(=C\c2ccc(F)cc2)s/c1=C\C(=O)c1ccco1 (centres undefined)	105	0.4
O=C(NC1=NCCS1)c1ccc2c(c1)C(=O)N(Cc1ccncc1)C2=O	101	0.5
CN(C(=O)Cn1ncc2c(=O)oc3ccccc3c21)c1ccccc1	104	1.1
CC1(c2ccccc2)NC(=O)N(CC(O)c2ccccc2)C1=O (centres undefined)	101	0
O=S(=O)(c1ccc(-n2cnnn2)cc1)N1CCN(c2cccc(C(F)(F)F)c2)CC1	102	-1
CCN1CCN(Cc2c(O)ccc3ccccc23)CC1	105	0.6
CCOc1ccc(C(=O)Nc2ccc(-n3nncc3-c3ccc(OC)cc3)cc2)cc1	103	-1.1
O=C(NCCCN1CCN(c2ccc(F)cc2)CC1)C1COc2ccccc2C1 (centres undefined)	103	-0.9
CCOC(=O)c1cnn(-c2nc(-n3ncc(C(=O)OCC)c3N)c3c4c(sc3n2)COC(C)(C)C4)c1N	101	0.6
c1ccc2c(CSc3nnc(-c4ccc5c(c4)OCO5)o3)cccc2c1	107	0.5
Cc1ccc(Cl)cc1N1CCN(C2(c3ccccc3)C(=O)c3ccccc3C2=O)CC1	106	0.2
O=c1c2cnn(CCO)c2ncn1Cc1cccc2ccccc12	95	-0.2

Full records as entered above. Screens in order: PV pol inh	PV pol inh FP z-score
Results for CC1(c2ccccc2)NC(=O)N(CC(O)c2ccccc2)C1=O (centres undefined) = 101	0
Results for c1ccc2c(CSc3nnc(-c4ccc5c(c4)OCO5)o3)cccc2c1 = 107	0.5
Results for CN(C(=O)Cn1ncc2c(=O)oc3ccccc3c21)c1ccccc1 = 104	1.1
Results for CCOC(=O)c1cnn(-c2nc(-n3ncc(C(=O)OCC)c3N)c3c4c(sc3n2)COC(C)(C)C4)c1N = 101	0.6
Results for Cc1ccc(Cl)cc1N1CCN(C2(c3ccccc3)C(=O)c3ccccc3C2=O)CC1 = 106	0.2

Following part.
SMILES	PV pol inh	PV pol inh FP z-score
CC(C)Sc1nc2ccccc2n1CN1CCN(c2ccccn2)CC1	107	0.6
Cc1cccc(C(=O)Nc2ccc(N3CCC(N4CCCCC4)CC3)c(C(=O)O)c2)c1	104	-0.7
CN(Cc1ccc(Cl)c(Cl)c1)c1ccc(S(N)(=O)=O)cn1	101	-0.2
Cc1ccccc1OCC(=O)Nc1ccc2oc(-c3ccc(F)cc3)nc2c1	104	0.2
COc1ccc(C)cc1NC(=O)CN(c1ccccc1)S(=O)(=O)N(C)C	107	0.3
CCC[N+]1(C)CCC2C(C1)c1ccccc1N2Cc1ccccc1 (centres undefined)	100	-0.4
N#Cc1ccc(NC(=O)CCCc2ccccc2)cc1	99	-0.4
O=C(NCc1ccncc1)C1CCN(C(=O)c2cccc(Cl)c2)CC1	99	-0.2
Cc1cccc(C(=O)Nc2ccccc2SCc2cc(=O)c3cccc(C)c3[nH]2)c1	103	-0.7
O=C1/C(=C/c2cccc(F)c2)CS/C1=C\c1cccc(F)c1	102	0.1
COc1ccccc1N1CCN(C(=O)c2ccc(Cl)cc2)CC1	103	0.2
CC1CCCC(C)N1C(=O)c1cccc2c1-c1ccccc1C2=O (centres undefined)	101	-0.1
CC(=O)Oc1ccc(-c2nc3ccccc3s2)cc1	101	0.1
Cn1cnc(S(=O)(=O)N2CCCC(C(=O)Nc3ccc(F)cc3Cl)C2)c1 (centres undefined)	107	0.1
COC(=O)C1C(O)=C(C=Nc2ccccc2)C(=O)CC1(C)C (centres undefined)	101	0
O=c1cc(CNc2cccc(F)c2)nc2ccc(Br)cn12	104	0.1
CCOc1ccc(CCn2c3c(c(=O)[nH]c2=O)C(NC(=O)c2cccc(F)c2)(C(F)(F)F)C(=O)N3)cc1OCC (centres undefined)	101	-0.8
CCc1nn(CC(=O)NCCCc2ccccc2)c(=O)c2cc3c(OC)cccc3n12	102	-1.3
CS(=O)(=NC(=O)Nc1ccccc1)c1cccs1 (centres undefined)	103	0.2
Cc1onc(-c2ccccc2)c1-c1ccnn1S(=O)(=O)c1ccc(Cl)cc1	101	-0.7
Cn1c(-c2ccc3ccccc3n2)[n+](C)c2ccccc21	102	0.1
Cc1ccc(CNC(=O)c2nc(-c3ccc(Cl)cc3)n3c2CCCCC3)cc1	107	0.1
COC(=O)/C=C1\NC(=O)CS1	107	0.5
COc1cccc(NS(=O)(=O)c2ccc3[nH]cc(C(=O)NCCc4ccc(C)cc4)c(=O)c3c2)c1	101	-0.9
CC(C)COc1ccc(C(=O)N(Cc2cccc(F)c2)C2CCS(=O)(=O)C2)cc1 (centres undefined)	109	0.8
N#CCN(CC#N)C(=O)c1cc(-c2ccccc2)nc2ccccc12	101	-0.2
O=C(c1ccc2c(c1)N(Cc1ccc(Cl)cc1)C(=O)c1ccccc1S2=O)N1CCN(c2ccccc2F)CC1 (centres undefined)	108	0.4
O=C(NNc1c(Cl)cc(Cl)cc1Cl)c1ccc(=O)[nH]n1	106	0.4
COC(=O)CCc1nc2cc(Cl)ccc2n(Cc2ccccc2)c1=O	103	0.4
COc1cccc2cc(C(=O)Nc3cccc(Cn4cccn4)c3)c(=O)oc12	101	0.2
O=C(CSc1nnc(COc2ccccc2Cl)o1)NC(=O)NC1CCCC1	99	-0.8
CC(=O)Nc1ccc(C(=O)OCC(=O)N2CC3(C)CC2CC(C)(C)C3)cc1 (centres undefined)	103	0.8
CC1(c2ccccc2)Nc2ccccc2-c2nc3ccccc3n21 (centres undefined)	103	0.4
COc1ccccc1OCc1nnc(SCCN2CCOCC2)o1	103	0.5
O=C(/C=C/c1ccccc1)Nc1nnc(-c2ccco2)o1	99	-1.3
COc1ccc(-c2cn3c(n2)sc2cc(C(=O)NCC(C)c4ccccc4)ccc23)cc1 (centres undefined)	106	0
CS(C)=C1C(=O)NC(=O)N(c2ccccc2F)C1=O	107	0.4
CCC1(C)CC(CC(=O)OC(C)CN(C)C)(c2ccccc2)CCO1 (centres undefined)	104	0.1
COc1ccc(-c2noc(N3CCC(C(=O)Nc4ccc(F)cc4Cl)CC3)n2)cc1	102	-1.3
Cc1oc(-c2ccccc2)nc1C(=O)Nc1ccccc1C(=O)Nc1ccc2c(c1)OCO2	98	-0.6
CC(=O)c1ccc(NC(=O)CSc2nnc3ccc(-c4ccc(F)cc4)nn23)cc1	109	0.3
CCc1ccc(C2CC(=O)Nc3c2c(=O)nc2c(C)cccn32)cc1 (centres undefined)	102	-0.1
CCCn1c(=O)c2ccccc2n2c(SCC(=O)NC(=O)NC)nnc12	98	-1
O=C(NC1CC1)c1c(Cl)cccc1Cl	102	0.6
